NPY-Y2 antag: blocks the human neuropeptide Y Y2 receptor; inhibition, % at 2.7 µM; P49146; 140,000 tested, 0.99% active; AID 793; NPY-Y2 expressing cells, antagonist mode; in the data active = inhibition above about 17%;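 also: 0% = vehicle with agonist challenge and 100% = reference antagonist with challenge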
Target sequence (P49146 whole entry, looked up): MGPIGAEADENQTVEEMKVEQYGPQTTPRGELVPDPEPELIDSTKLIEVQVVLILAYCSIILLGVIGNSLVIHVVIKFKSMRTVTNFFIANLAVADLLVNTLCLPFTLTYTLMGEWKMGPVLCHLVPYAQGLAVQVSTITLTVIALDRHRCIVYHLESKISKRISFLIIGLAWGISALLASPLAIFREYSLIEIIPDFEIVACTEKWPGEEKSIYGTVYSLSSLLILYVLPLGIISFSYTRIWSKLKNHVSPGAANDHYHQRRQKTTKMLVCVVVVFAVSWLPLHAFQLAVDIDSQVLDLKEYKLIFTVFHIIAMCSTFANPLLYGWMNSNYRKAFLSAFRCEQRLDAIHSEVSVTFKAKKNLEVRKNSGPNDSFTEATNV
MRP-1 activ: MRP-1 activation. H69AR cells + doxorubicin, viability rescue, CellTiter-Glo. viability increase, % at 10 µM. 140,000 tested, 0.61% active;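 active = viability gain under doxorubicin at or above a set limit, the compound median plus 3 SD, cut at about 4.7% in these data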;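 also: MRP-1 overexpressing cells given doxorubicin 25 µM after compound pretreatment; 18-22 h compound pretreatment then 72 h with doxorubicin before readout; 0% = doxorubicin-only wells and 100% = vehicle-treated cells without doxorubicin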
bCat KO growth: beta-catenin-lacking colon tumor cell growth suppression; HCT116 beta-catenin knockout viability, CellTiter-Glo, 60 h; active compounds read low; viability, % at 10 µM; 140,000 tested, 1.5% active; AID 818;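 active = viability at or under a set limit, the compound median less 4 SD, cut at about 6% in these data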;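 also: 0% = Hyamine 1622 control at 20 µM and 100% = untreated cell control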
Measles CPE: protection of cells from measles virus; Measles virus-infected cells, CPE protection, absorbance; protection (pct of control), % at 4 µM; 140,000 tested, 1.5% active; in the data active = protection mostly above about 24%, no sharp cut-off; inactive = mostly below about 26%; also: some compounds called inactive have numbers as strong as hits
GALR2 blocker: GALR2 (human) receptor antagonism. AID 828. O43603. 140,000 tested, 0.39% active. inhibition, % at 4 µM. GALR2-expressing cells, antagonist mode; in the data active = inhibition above about 27%;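 also: cells stimulated with galanin 1-16 at roughly its EC80; 0% = agonist challenge control and 100% = basal control without agonist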
Target sequence (O43603 whole entry, looked up): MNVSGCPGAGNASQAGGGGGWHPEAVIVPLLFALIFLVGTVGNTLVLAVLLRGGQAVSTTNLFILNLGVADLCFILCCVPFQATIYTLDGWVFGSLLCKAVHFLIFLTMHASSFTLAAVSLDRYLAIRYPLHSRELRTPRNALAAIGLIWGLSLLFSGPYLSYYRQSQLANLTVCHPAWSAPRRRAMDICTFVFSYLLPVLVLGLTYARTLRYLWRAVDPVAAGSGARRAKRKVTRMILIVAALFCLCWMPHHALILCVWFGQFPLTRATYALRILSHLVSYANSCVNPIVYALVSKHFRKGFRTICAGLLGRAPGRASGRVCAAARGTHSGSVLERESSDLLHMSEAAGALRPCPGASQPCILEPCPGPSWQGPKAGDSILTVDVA
Yeast life ext: yeast lifespan extension; S. cerevisiae growth with nicotinamide, OD615; deaD strain in restrictive glucose medium; inhibition of the nicotinamide effect, % at 10 µM; 130,000 tested, 0.68% active;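 active = inhibition above a set limit, placed 3 SD over the median of all compounds, cut at about 26% in these data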;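 also: 0% = nicotinamide-treated wells and 100% = cells grown without nicotinamide; some compounds called inactive have numbers as strong as hits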
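Measured by: optical density (absorbance) at 615 nm; System: modified budding yeast, DeaD strain; Medium: restrictive CSMM-D dextrose medium; Timing: 4 h preincubation then 48 h treatment at 30 °C.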
Phagocytosis inh: macrophage phagocytosis inhibition; AID 1029; inhibition, % at 5 µM; J774A.1 macrophage IgG-bead phagocytosis, imaging; 110,000 tested, 0.07% active;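 active = inhibition above the mean of the plate negative controls plus 5 SD, cut at about 13% in these data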;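 also: phagocytic index as fraction of beads internalized from green versus red external bead signal; plate controls were DMSO negative control for no effect and cytochalasin-D positive control for full effect; some results beyond the cut were filed as inactive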
E-sel TNF inh: blocks E-selectin expression induced by TNF alpha | AID 1246 | HUVEC TNFa-induced E-selectin immunofluorescence, high content | inhibition, % at 2 µM | 120,000 tested, 0.71% active;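 active = inhibition above the batch mean plus 3 SD, and confirmed as a hit on visual image review, cut at about 43% in these data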;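 also: 0% = TNF-stimulated DMSO wells and 100% = unstimulated control wells; not every result past the cut was called active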
HCT116 PTEN-null: PTEN-deleted cell growth suppression | viability, % at 10 µM | AID 827 | HCT116 PTEN-null viability, CellTiter-Glo, 60 h; active compounds read low | 140,000 tested, 1.2% active;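 active = viability at or below a set limit, 4 SD under the median of all tested compounds, cut at about 3.7% in these data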;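 also: PTEN knockout HCT116 line with beta catenin targeted HCT116 as companion control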
Yeast growth inh: reduces growth of yeast BB579 in restrictive medium; 140,000 tested, 0.51% active; AID 804; S. cerevisiae BB579 growth, OD615, 48 h; inhibition, % at 10 µM;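 active = inhibition above a set limit, 3 SD over the mean compound inhibition, cut at about 44% in these data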; also: inactives centre near -24
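controls = amphotericin B 10 µg/mL, positive | assay system = DeaD yeast strain BB579 | schedule = 48 h compound exposure at 30 °C after 4 h preincubation | detection = OD615 turbidity measurement | medium = restrictive CSMM-D medium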
An asterisk follows results filed as active; x = not tested or not shown.

The opening five compounds, to show the layout:
SMILES	NPY-Y2 antag	MRP-1 activ	bCat KO growth	Measles CPE	GALR2 blocker	Yeast life ext	Phagocytosis inh	E-sel TNF inh	HCT116 PTEN-null	Yeast growth inh
CCCCS/C(N)=N/N=C/c1cc(C)ccc1O	15	-1.3	40	21	-1	-5	1	5	45	-37
O=C(Cc1ccccc1)Nc1cc(Cl)ccc1Sc1ccccc1	10	-1.6	74	10	-5	-2	-7	10	75	-11
O=C(O)c1ccccc1C(=O)c1cccs1	1	-1.4	100	3	-10	-4	-1	x	101	-9
Nc1nonc1-c1noc(COc2ccccc2Cl)n1	2	0.0	91	3	-6	-10	-4	26	106	-43
C(=C\c1ccccc1)/CNn1cnnc1	0	-0.1	85	19	0	0	-3	-8	90	-12

All compounds of this part, previewed entries included:
SMILES	NPY-Y2 antag	MRP-1 activ	bCat KO growth	Measles CPE	GALR2 blocker	Yeast life ext	Phagocytosis inh	E-sel TNF inh	HCT116 PTEN-null	Yeast growth inh
CCCCS/C(N)=N/N=C/c1cc(C)ccc1O	15	-1.3	40	21	-1	-5	1	5	45	-37
O=C(Cc1ccccc1)Nc1cc(Cl)ccc1Sc1ccccc1	10	-1.6	74	10	-5	-2	-7	10	75	-11
O=C(O)c1ccccc1C(=O)c1cccs1	1	-1.4	100	3	-10	-4	-1	x	101	-9
Nc1nonc1-c1noc(COc2ccccc2Cl)n1	2	0.0	91	3	-6	-10	-4	26	106	-43
C(=C\c1ccccc1)/CNn1cnnc1	0	-0.1	85	19	0	0	-3	-8	90	-12
CC(NC(=O)CCc1ccc(S(=O)(=O)NC2CCCCC2)cc1)c1ccccc1 (centres undefined)	-1	-0.8	83	29	-2	-3	-1	15	83	-50
COc1ccc(S(=O)(=O)N2CCOCC2)cc1NC(=O)c1cccc2c(=O)c(C)c(-c3ccccc3)oc12	17	-1.8	65	6	-7	5	-4	x	62	-34
CCCc1cc(=O)[nH]c(SC(CC)C(=O)Nc2ccccc2C#N)n1 (centres undefined)	4	-0.8	95	21	0	-9	-1	-10	109	-59
Cn1c(SCc2ccccc2Cl)nc2ccccc21	5	-2.2	91	15	-20	-8	0	15	96	-10
O=C(O)c1ccccc1-c1ccccc1C(=O)Nc1ccccc1	3	-0.9	90	7	-7	-16	x	3	98	-29
COc1cc2c(cc1OC)C(C1C(=O)CCCC1=O)N(C(=O)CCl)CC2 (centres undefined)	2	-1.8	94	4	-7	24	x	x	99	-43
Cc1cc(C(=O)COC(=O)CCc2nc3ccccc3s2)c(C)n1C	5	-1.1	94	5	-3	-5	0	-10	102	-17
Fc1ccc(CSc2ccc(-c3cccs3)nn2)cc1	6	0.5	93	5	-2	3	-10	9	96	-27
COC(=O)Cc1c(C)c2ccc(OCC(=O)N(C)C)cc2oc1=O	1	-2.7	101	3	-17	-4	0	20	96	0
CCCS(=O)(=O)N1CCCC(C(=O)N2CCN(C(=O)OCC)CC2)C1 (centres undefined)	1	-2.5	88	5	3	-20	-1	17	96	-20
O=C(COC(=O)c1ccccc1)Nc1ccccc1N1CCOCC1	-2	-3.9	93	20	-2	x	x	-3	92	-16
Cc1cc2cc(CCNC(=O)c3ccc(S(=O)(=O)N4CCOCC4)cc3)c(=O)[nH]c2cc1C	-1	-0.8	87	21	1	-7	x	x	97	-67
O=C(Nc1ccccc1Br)C1CC(=O)N(c2ccc3c4c(cccc24)CC3)C1 (centres undefined)	3	-3.0	33	6	3	-1	-3	x	31	-49
Fc1ccc(-c2nnc(CSc3nnc(-c4cccs4)o3)o2)cc1	7	-3.6	96	24	-3	-6	0	6	93	-17
CCCCOc1ccc(C2(C)CC(=O)NC2=O)cc1 (centres undefined)	4	-1.9	104	7	7	0	0	-12	100	-14
CCN(CC)c1ccc(NC(=O)c2nc3nc(C)cc(C(F)F)n3n2)cc1	0	-0.7	112	19	2	-13	0	x	101	14
COc1ccc(C(=O)CC(c2ccccc2)C2C(=O)CCCC2=O)cc1 (centres undefined)	1	-1.0	88	5	-12	-7	-1	-19	97	-41
CC1=CC(C)(C)n2c(O)c(N=NC(N)=S)c3cc(C)cc1c32	-3	-4.9	67	5	0	1	-11	x	56	-35
O=C1NC(=O)c2cc(NC(=O)C3CCCO3)ccc21 (centres undefined)	2	0.1	96	8	-2	-14	0	2	91	18
O=C(COC(=O)[C@H](Cc1ccccc1)NC(=O)c1cccs1)Nc1cc(F)ccc1F	0	-2.6	88	1	-22	7	-4	x	91	-20
O=C(CSc1ncccc1C(=O)O)NCCC1=CCCCC1	2	-0.5	109	25	7	-11	-4	5	102	-21
Cc1nn(-c2ccccc2)nc1CNC(=O)C(C)Cc1ccccc1 (centres undefined)	3	-1.8	92	13	1	1	x	x	86	-43
COc1ccc(C2C3=C(CC(c4ccco4)CC3=O)Nc3ccccc3N2C(C)=O)cc1 (centres undefined)	0	-1.4	94	11	-6	-9	0	16	97	-3
CCCN1CCC2(CC1)C(C#N)=C(N)Oc1c2sc2nc(C)cc(C)c12	1	-2.6	81	0	-6	-7	0	-60	82	-27
C=C(C)CSc1nc2c(c(=O)[nH]c(=O)n2C)n1CCC(C)C	22*	0.5	79	7	-1	-6	0	x	81	-31
CC1CN(Cc2nc3c(c(=O)[nH]c(=O)n3C)n2CCN2CCOCC2)CC(C)O1 (centres undefined)	2	-0.8	98	6	3	-1	x	-12	92	-35
COc1cccc(N2CC(C(=O)Nc3nnc(SCc4ccccn4)s3)CC2=O)c1 (centres undefined)	7	-1.0	93	8	1	0	-5	-23	94	-24
Cc1c(NC(=O)C2CCN(S(=O)(=O)c3ccccc3)CC2)c(=O)n(-c2ccccc2)n1C	2	-1.2	95	5	2	-6	0	x	96	-20
CN(C)c1ccc(CNC(=O)CN(C)S(=O)(=O)c2cccc3cccnc23)cc1	0	-2.6	95	4	-4	-11	-1	x	86	12
O=C(NCC(c1cccnc1)N1CCOCC1)Nc1ccccc1 (centres undefined)	0	-1.7	81	3	-9	-5	x	x	74	-1
Cc1ccc(-c2csc(N(CC3CCCO3)C(=O)c3ccco3)n2)cc1 (centres undefined)	13	0.2	47	7	-4	-4	-3	1	44	-49
COC(=O)C1=C(NC(=O)c2cccs2)CCS1	-1	0.8	96	6	4	5	x	x	98	-39
COc1ccc(C2CC(=O)c3cnc(NC(=O)c4ccccc4)nc3C2)cc1OC (centres undefined)	2	-2.7	100	16	12	-2	-1	-32	97	-17
O=C(NC1CCCC1)C(c1cccs1)N(C(=O)c1ccco1)c1ccc2c(c1)OCCO2 (centres undefined)	0	-3.0	88	5	-3	-4	-2	-13	85	-12
COc1cc(C2C(C(C)=O)=C(O)C(=O)N2CCN2CCOCC2)ccc1O (centres undefined)	-1	0.0	99	10	-14	-10	0	21	99	11
CC(=O)COc1ccccc1OC(=O)c1ccco1	8	-3.5	100	18	-12	-2	x	-12	90	4
COc1ccccc1C(=O)NCc1ccncc1	0	-1.1	90	8	12	-2	-1	15	90	-11
CCCCCCc1nc2ccccc2c(=O)n1NC(=O)c1c(O)c2cccc3c2n(c1=O)CCC3	3	0.2	55	2	-6	16	-1	8	57	-30
Cc1nnc(SCc2ccc(C(=O)c3ccc(Cl)cc3)o2)n1-c1ccccc1	1	-4.0	68	5	-12	x	x	-10	72	-37
Cc1cc2cc(C(c3nnnn3Cc3ccco3)N3CCCCC3)c(=O)[nH]c2cc1C (centres undefined)	3	1.1	78	4	-9	-10	-2	x	94	-18
Cc1ccc(-n2ncc(C#N)c2/N=C/N(C)C)cc1	2	-1.5	101	9	-19	-17	-2	-4	97	19
CCOC(=O)C1C(C)N=C2SCC(=O)N2C1c1cccc(Br)c1 (centres undefined)	5	-1.1	85	2	7	-10	0	-32	71	-27
COCCCNC(=O)C(=O)NCCCOC(C)C	2	-0.7	106	7	0	-9	0	-69	108	-29
CCOC(=O)N1CCN(C(=O)C2CCN(S(=O)(=O)c3c(C)cc(C)cc3C)CC2)CC1	-2	-4.1	90	6	0	-7	2	19	95	-34
CCOC(=O)Nc1c(C)n(C)n(-c2ccccc2)c1=O	x	0.3	104	24	x	x	0	x	104	-8
CCC(=O)Nc1ccc(Cl)c(NC(=O)C(C)C)c1	1	2.3	108	6	-6	-8	0	14	97	-21
CC(C)OC(=O)c1ccc(S(N)(=O)=O)o1	2	-1.1	91	12	-5	0	-10	x	91	-22
O=c1c2c(ncn1Cc1ccccc1)nc1n2CCC1	1	-0.5	95	8	11	2	-1	x	95	-8
COc1ccc(C(=O)N/N=C(\C)CC(=O)N2CCN(C=O)CC2)cc1	1	-0.1	96	13	2	3	-6	-5	89	-53
CCc1nc2ccccc2c(C(=O)OCc2nnc(-c3ccccc3)o2)c1C	18*	-4.5	69	3	-7	-21	1	x	66	-44
COC(=O)c1cc(C(=O)NCCN2C(=O)S/C(=C\c3cccs3)C2=O)cc([N+](=O)[O-])c1	0	0.6	90	33	-5	-4	-5	x	78	-4
CCOc1ccc(-c2nc(C)sc2CC(=O)O)cc1	1	0.1	106	19	-10	-8	0	9	93	-20
COC(=O)[C@H](CCSC)NC(=O)NCCc1ccccc1F	2	-0.2	101	4	-8	-4	1	-16	104	3
Cc1cc(C)nc(N2CCC(C(=O)NCc3cccc(C(F)(F)F)c3)CC2)n1	1	-1.1	86	11	-1	6	-1	12	90	-13
O=C1CC(C(=O)Nc2ccc(F)c(Cl)c2)N=C(N2CCCCC2)N1 (centres undefined)	-1	0.5	82	5	-17	-2	0	26	95	-32

Going on with the list:
SMILES	NPY-Y2 antag	MRP-1 activ	bCat KO growth	Measles CPE	GALR2 blocker	Yeast life ext	Phagocytosis inh	E-sel TNF inh	HCT116 PTEN-null	Yeast growth inh
COc1ccc(OC)c(C2C3=C(CCCC3=O)Nc3c2c(=O)n(C)c(=O)n3C)c1 (centres undefined)	2	-0.5	99	14	-14	-12	1	-8	101	6
CCNC(=O)n1nccc1C(C)Oc1ccccc1 (centres undefined)	1	-1.0	109	2	-4	-14	x	35	98	-18
CCOc1ccc(OCC)c(NC(=O)C2CCCN(S(=O)(=O)c3c(C)n[nH]c3C)C2)c1 (centres undefined)	-3	-4.1	79	16	3	-4	0	-8	97	-38
CCN(Cc1ccccc1)C(=O)C1CCN(CC2CC=CCC2)CC1 (centres undefined)	2	-2.6	87	4	-13	2	-11	38	85	-29
C(=N\n1cnnc1)/c1nc2ccccc2[nH]1	-1	-1.2	103	10	8	-1	x	x	90	-67
CCSCCOC(=O)C1=C(C)NC(=O)NC1c1cccc(OC)c1OC (centres undefined)	3	-0.9	100	7	2	-4	0	x	97	-47
COCCNC(=O)c1noc2c1CCc1cc(OC)ccc1-2	1	0.1	100	4	6	-8	-1	x	96	-39
CCc1ccc2nc(SCC(=O)N3CCCCC3)c(C#N)cc2c1	9	-1.5	92	6	1	x	x	8	96	-28
COc1cc(C=O)ccc1OS(=O)(=O)c1ccc(NC(C)=O)cc1	1	-2.4	89	5	6	-1	-1	13	82	-26
Cc1cccc(CSC2=NCCN2C(=O)c2ccc(Br)o2)c1	20*	3.4	88	5	-7	-11	0	-1	77	-35
